Screens from PubChem BioAssay.
ELG1 genotoxic: induces genotoxicity in HEK293T cells with luciferase-tagged ELG1 | HEK293T ELG1-luciferase reporter, luminescence, 16 h | Potency, µM (titrated, usually from 46 µM), for the others: at the highest dose activity change, positive = activation, most hits filed as activators | hit rate 1.3% among 330,000; also: potency is read from the fitted curve at half-maximal effect; % of control where 0% means no effect; nearly all actives have a fitted effect of over 60% in size
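HEK293T cells expressing luciferase-tagged ELG1 were exposed to compound or DMSO vehicle for 16 hr at 37 °C and 5% CO2. Luciferase activity was then measured with ONE-Glo after 30 min at room temperature.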
KCNH2 3.1 inh: inhibitors of human KCNH2 3.1 potassium channel isoform; U2OS KCNH2 3.1, thallium flux FluxOr; stronger effect = lower value; activity change, % (tested at about 1.8 µM); hit rate 0.95% among 340,000; AID 720553;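 active = maximum activity change below -70%; inconclusive = maximum activity change from -70% to -50%; inactive = maximum activity change above -50%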;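 also: thallium influx rate constant from kinetic fluorescence after stimulation buffer; % is scaled to controls: 0 for no effect and ±100 for the full control effect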
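Kinetic fluorescence (2 min after stimulation buffer) measures Tl+ influx through KCNH2 3.1 expressed by viral transduction in U2OS cells; the rate constant is normalized against DMSO controls serving as positive and negative references.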
RORgamma inh: ROR gamma (mouse) transcription inhibition; P51450; Drosophila S2 Gal4-RORgamma UAS-luciferase reporter, 20 h; Potency, µM (highest dose often 53.6 µM), for the others: at the highest dose activity change, negative = inhibition, actives largely listed as inhibitors; hit rate 5.4% among 310,000; AID 2551; also: potency is read from the fitted curve at half-maximal effect; % is scaled to controls: 0 for no effect and ±100 for the full control effect; nearly all actives have a fitted effect of over 60% in size
Target sequence (P51450 whole entry, looked up, the tested form may be a part): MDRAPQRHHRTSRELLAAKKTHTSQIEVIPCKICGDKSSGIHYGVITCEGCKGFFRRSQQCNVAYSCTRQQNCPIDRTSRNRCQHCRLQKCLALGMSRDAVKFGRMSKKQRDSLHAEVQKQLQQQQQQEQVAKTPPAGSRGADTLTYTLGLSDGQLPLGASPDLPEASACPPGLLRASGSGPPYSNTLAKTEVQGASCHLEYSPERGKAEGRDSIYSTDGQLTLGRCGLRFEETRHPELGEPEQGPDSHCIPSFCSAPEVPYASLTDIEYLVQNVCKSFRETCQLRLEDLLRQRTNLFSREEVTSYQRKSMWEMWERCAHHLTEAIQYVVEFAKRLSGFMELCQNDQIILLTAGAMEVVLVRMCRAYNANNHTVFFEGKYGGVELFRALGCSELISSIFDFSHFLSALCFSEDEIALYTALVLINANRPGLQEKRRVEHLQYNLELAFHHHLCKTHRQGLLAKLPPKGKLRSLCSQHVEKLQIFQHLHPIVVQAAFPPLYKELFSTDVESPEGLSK
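Stably transfected Drosophila Schneider cells are the test system, with ROR gamma fused to Gal4 and luciferase under UAS control; luminescence is read after 20 hr of 700 uM copper sulfate induction at ambient temperature.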
Coupling enz: inhibits coupling enzyme system, counter-screen for aldolase hits. hit rate 0.67% among 290,000. activity change, negative = inhibition, % at 58.2 µM, hits read low. coupling enzyme system counterscreen, AmpLite Red fluorescence; in the data active = activity change below about -30%; also: % is scaled to controls: 0 for no effect and ±100 for the full control effect
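Coupling enzymes only (glyceraldehyde-3-phosphate) + compound, at 57.5 uM final, 10 min RT; add substrate/coupling/AmpLite Red mix, 20 min RT; fluorescence ex 525/em 598 nm. Actives flag coupling-system interference.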
Tb PFK inh: T. brucei PFK enzyme inhibition. O15648. T. brucei PFK, ADP-Glo luminescence. Potency, µM (top dose mostly 57.5 µM), inactives show at the top dose activity, negative = inhibition, actives largely listed as inhibitors. hit rate 0.17% among 330,000. AID 485367;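 also: potency is read from the fitted curve at half-maximal effect; 0% = uninhibited 1x PFK enzyme wells and -100% = no-enzyme wells; nearly all actives have a fitted effect of over 60% in size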
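1.25 nM PFK with 0.5 mM F6P and 0.1 mM ATP in 0.1 M TEA pH 8.0, 5 mM MgCl2, incubated 45 min at room temperature; ADP measured by ADP-Glo luminescence; compounds titrated up to 57 uM.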
Rab9 promoter act: activators of Rab9 promoter | hit rate 2.8% among 320,000 | AID 485297 | Huh7 Rab9 promoter-luciferase reporter, luminescence, 24 h | Potency, µM (doses to about 9.22 µM), without a hit: at the top dose activation, negative = inhibition, most hits filed as activators; also: potency is read from the fitted curve at half-maximal effect; % of control where 0% means no effect; nearly all actives have a fitted effect of over 60% in size
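Huh7 reporter line, Rab9 promoter upstream of luciferase. Compound exposure 24 h at 37 °C in reduced-serum medium with 10% FBS. Read-out: luminescence.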
VP16 counter: inhibits Gal4-VP16 luciferase reporter, ROR gamma counter-screen; Drosophila S2 Gal4-VP16 UAS-luciferase, luminescence, 20 h; Potency, µM (doses to about 53.6 µM), inactives show top-dose activity, negative = inhibition, usual class: inhibitors; hit rate 3.5% among 310,000; AID 2546;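 also: Gal4-VP16 expression switched on by copper sulfate through the metallothionein promoter; potency is read from the fitted curve at half-maximal effect; % is scaled to controls: 0 for no effect and ±100 for the full control effect; nearly all actives have a fitted effect of over 50% in size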
uPA generation: inhibitors of cell surface uPA generation; hit rate 0.31% among 330,000; cell surface uPA generation assay, qHTS; Potency, µM (top dose mostly 38.3 µM), without a hit: top-dose activity change, negative = inhibition, hits mostly inhibitors; active = well fitted inhibition curve with a large enough effect; inconclusive = small, poorly fitted or top-dose-only effect; inactive = no such curve, though single readings can be large or run the other way; tested in mouse RAW 264.7 cells; also: potency is read from the fitted curve at half-maximal effect; % is scaled to controls: 0 for no effect and ±100 for the full control effect; nearly all actives have a fitted effect of over 55% in size
NPC1 prom act: NPC1 promoter activation; Huh7 NPC1 promoter luciferase reporter, 24 h; Potency, µM (titrated, usually from 9.22 µM), for inactives: top-dose activation, usual class: activators; hit rate 2.4% among 320,000; AID 485313;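 also: potency is read from the fitted curve at half-maximal effect; % of control where 0% means no effect; nearly all actives have a fitted effect of over 60% in size; reporter is driven by a mutant NPC1 promoter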
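Huh7 reporter cells (NPC1 promoter driving luciferase) are dosed with compound for 24 h at 37 °C, 5% CO2; luciferase detection reagent is then added and luminescence measured after 10 min at ambient temperature.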
FLuc modulator: firefly luciferase modulation, counter-screen for miR-21 project | Potency, µM (doses to about 57.5 µM), without a hit: at the top dose activity change, negative = inhibition, actives largely listed as inhibitors | P08659 | purified FLuc, Km substrates, luminescence inhibition | hit rate 6.9% among 360,000;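 also: potency is read from the fitted curve at half-maximal effect; plate controls were vehicle for no effect and reference inhibitor for full effect; nearly all actives have a fitted effect of over 55% in size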
Target sequence (P08659 whole entry, looked up): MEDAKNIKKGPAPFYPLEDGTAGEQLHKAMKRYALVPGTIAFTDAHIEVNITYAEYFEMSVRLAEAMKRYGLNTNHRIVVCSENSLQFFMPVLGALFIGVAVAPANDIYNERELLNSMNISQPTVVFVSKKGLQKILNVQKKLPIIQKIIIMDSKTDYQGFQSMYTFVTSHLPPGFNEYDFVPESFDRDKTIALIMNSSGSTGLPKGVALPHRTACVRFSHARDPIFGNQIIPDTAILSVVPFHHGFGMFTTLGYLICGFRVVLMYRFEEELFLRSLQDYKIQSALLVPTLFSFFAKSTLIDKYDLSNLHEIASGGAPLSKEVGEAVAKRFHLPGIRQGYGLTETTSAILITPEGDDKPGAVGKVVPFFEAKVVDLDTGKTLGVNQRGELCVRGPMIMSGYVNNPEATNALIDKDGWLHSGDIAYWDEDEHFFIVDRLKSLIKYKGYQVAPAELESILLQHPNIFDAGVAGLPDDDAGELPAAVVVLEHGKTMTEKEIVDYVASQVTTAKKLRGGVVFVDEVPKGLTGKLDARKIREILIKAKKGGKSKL
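Purified P. pyralis luciferase, 10 nM final, with Km-level 10 uM D-luciferin and 10 uM ATP in 50 mM Tris acetate pH 7.5, 10 mM Mg acetate, 0.01% Tween-20, 0.05% BSA; 6-point qHTS titration about 60 µM downward; luminescence read.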
Giardia killer: Giardia lamblia killing; hit rate 0.15% among 340,000; Giardia lamblia trophozoite viability; activity change, % at 7.66 µM, hits read low; in the data active = activity change below about -80%; inconclusive = between about -30% and that limit;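 also: parasites exposed to compound for two days anaerobically before the ATP read; % is scaled to controls: 0 for no effect and ±100 for the full control effect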
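Trophozoite viability was measured as ATP-dependent luminescence, read 15-30 min after reagent addition. Before that, parasites at 100 cells/well were exposed to compounds for 48 h, anaerobically, at 37 deg C.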
* = called active by the depositor; ? = inconclusive; nt = not tested or not shown; [ ] = another dose, or the depositor's remark. Unless noted, calls follow the shape of the dose curve; as a rule, active = well fitted curve in the direction sought with a large enough effect; inconclusive = small, poorly fitted or top-dose-only effect, or another doubt; inactive = no such curve, though single readings can be large; an effect the other way counts as inactive or inconclusive.

Compound | ELG1 genotoxic | KCNH2 3.1 inh | RORgamma inh | Coupling enz | Tb PFK inh | Rab9 promoter act | VP16 counter | uPA generation | NPC1 prom act | FLuc modulator | Giardia killer
Cc1c(Br)cc(C(=O)N2CCN(CCO)CC2)c(C)c1C | 3% | -7 | -15% | 0 | 2% | 6% | -2% | -2% | 10% | 2% | -8
Cc1cc(C)nc(NC(=O)c2cccs2)n1 | 5% | 25 | 7% | -1 | 0% | -8% | 3% | ? | -4% | 0% | 4
COCCN(C(=S)Nc1cccc(C)c1)C(C)c1cccnc1 (stereo unspecified) | 3% | 4 | 11µM* | -4 | 0% | -5% | -4% | 2% | -2% | -1% | -14
Cc1nn(CCC#N)c(NC(=O)c2ccccc2)c1P(=O)(Nc1ccc(Br)cc1)N1CCOCC1 (stereo unspecified) | 0% | -4 | -9% | -3 | -2% | 17% | -19% | 2% | 10% | -4% | 25
Cc1cc(C)cc(OC(=O)c2cccnc2)c1 | -2% | 13 | -23% | 1 | 0% | 10% | 2% | 13% | 0% | 13% | 7
COc1ccc(OC)c(NS(=O)(=O)c2cccs2)c1 | -2% | -14 | -26% | -4 | 0% | 2% | 4% | 1% | -2% | 0% | -26
CCN(C(=O)COc1ccc(F)cc1Br)c1c(N)n(Cc2ccccc2)c(=O)[nH]c1=O | -1% | 8 | nt | nt | -4% | -6% | nt | 16% | -1% | 3% | -9
O=C(COC(=O)COc1ccc(Cl)cc1Br)NC1CCCCCC1 | -4% | -3 | nt | nt | -4% | 0% | nt | 22% | 2% | 0% | -11
CN(C)c1nc(NCc2ccccc2)nc(N/N=C/c2ccc3c(c2)OCO3)n1 | -2% | -21 | 7.9µM* | 0 | 0% | 0% | ? | 1% | -6% | -12% | 2
CCc1ccc(OCCNC(=O)c2cc(SC)ccc2Cl)cc1 | 0% | -15 | 8% | 2 | 1% | 9% | -8% | 3% | -1% | 1% | 4
CCOC(=O)c1c(NC(=O)c2ccccc2N(C)S(=O)(=O)c2ccccc2)sc2c1CCCC2 | 2% | -16 | 9% | -1 | -12% | -16% | -13% | -11% | -25% | 2% | -11
Cc1ccc(-c2c[n+](CC(=O)Nc3cc(=O)n(C)c(=O)n3C)c3n2CCC3)cc1 | -2% | -14 | -23% | 9 | 3% | -2% | -11% | -4% | -1% | 0% | -21
CCCC(=O)Nc1cc2c3c(c1)C(C)C(=O)N3CCC2 (stereo unspecified) | 6% | -1 | -12% | 0 | -5% | -1% | 4% | 16% | -3% | 1% | 25
C(=C\c1nc2ccccc2[nH]1)/c1ccccc1 | ? | -6 | 7.1µM* | -10 | -24% | 0.4µM* | 8.9µM* | ? | 0.18µM* | 0.3µM* | ?
CCc1ccccc1NS(=O)(=O)c1cccc2nsnc12 | 0% | 17 | 0% | -8 | 10% | -3% | -1% | -7% | 4% | 0% | -13
COc1ccc(COCC(CC(C)C)N2CCN(C(=O)c3cccc(C(F)(F)F)c3)CCC2=O)cc1 (stereo unspecified) | -3% | 2 | -17% | 1 | ? | 4% | -23% | 14% | 3% | 0% | -29
Cc1ccc([N+](=O)[O-])cc1N=Cc1ccc(Br)s1 | 9% | -9 | -7% | 1 | ? | -1% | 4% | nt | ? | 13µM* | -1
CCc1ccccc1OCC(=O)OCC(=O)c1c(N)n(C)c(=O)n(C)c1=O | 0% | -30 | 18% | 0 | -1% | 2% | -3% | nt | -6% | -3% | 14
CN(CC(=O)NNC(=O)Cc1ccccc1F)S(=O)(=O)c1ccc(Cl)cc1 | 1% | 0 | nt | nt | -2% | 0% | nt | 5% | -1% | 5% | -3
Cc1ccc(NC(=O)C(=O)NCCc2c[nH]c3ccccc23)cc1C | 2% | -2 | 21% | 0 | 2% | -1% | -20% | 1% | -1% | -1% | 12
CCCn1nc(NC(=O)c2ccco2)c2cc3ccc(C)cc3nc21 | -10% | 8 | 11% | -2 | 2% | 0% | 15% | -4% | -3% | -5% | 28
Cc1sc(-n2c(C)cc(/C=N/n3cnnc3)c2C)c(C#N)c1C | 2% | 12 | ? | 1 | 3% | -5% | ? | 4% | -6% | ? | 12
CCN1CCN(Cc2ccc3c(c2)Cc2ccccc2-3)CC1 | -14% | nt | -21% | 5 | -1% | 2% | -4% | nt | 0% | -5% | nt
COc1cccc(N2CCN(C(=O)CN(c3ccc(C)cc3)S(=O)(=O)c3c(C)n[nH]c3C)CC2)c1 | -4% | 32 | -39% | -2 | 2% | -2% | 0% | -2% | 0% | -1% | 5
O=C(CSc1nnnn1Cc1ccccc1)NCC(=O)c1ccccc1 | -5% | 15 | 30% | -6 | -5% | 3% | -9% | -1% | 1% | 5% | -17
COc1ccc(N(CC(=O)N2CCOCC2)S(C)(=O)=O)c(OC)c1 | 0% | 16 | -40% | 0 | -1% | -1% | -4% | 1% | -4% | -2% | -7
N#CCCN(C(=O)COC(=O)CNC(=O)c1cccs1)c1ccc(F)cc1 | -1% | -2 | nt | nt | 0% | -7% | nt | -13% | 0% | 9% | 4
CC(C)(CNC(=O)c1ccc(S(=O)(=O)Nc2cccc(C(F)(F)F)c2)cc1)N1CCOCC1 | 0% | 29 | nt | nt | 0% | -3% | nt | -9% | -1% | nt | ?
O=C(Cc1ccc(-c2ccccc2)cc1)NC1CCCC1 | -3% | 12 | 1% | -1 | -1% | -2% | -1% | 5% | -2% | 4% | -8
O=C(O)CN1CCN(Cc2cccc(Cl)c2)C1=O | 0% | 3 | -9% | 0 | 1% | -6% | 0% | 0% | -1% | 1% | ?
Cc1ccc(NC(=O)C(=O)NN)cc1 | 1% | 1 | 12% | -1 | 0% | -3% | 0% | -1% | 1% | -4% | -2
CCOC(=O)Nc1ccc2c(c1)N(C(=O)N1CCN(C)CC1)c1ccccc1S2 | 19% | 2 | -11% | 6 | 0% | -6% | -3%[0.365 µM] | 2% | 0% | -20% | -10
CCC(=O)Nc1nc2ccc(NC(C)=O)cc2s1 | ? | 0 | 8% | 0 | 0% | ? | 14% | 5% | 24% | ? | 9
COC(=O)CSc1nnc(-c2ccc(OC)cc2OC)o1 | 6% | 4 | ? | 0 | -2% | -1% | -7%[0.365 µM] | 3% | 3% | 21µM* | 1
COc1ccc(N(Cc2cc3ccccc3[nH]c2=O)S(=O)(=O)c2ccc(C)cc2)cc1 | 0% | -2 | -43% | 0 | -1% | -6% | 2% | 2% | -5% | 6% | 5
O=c1[nH]c2cc3c(cc2cc1CN(CCCO)C(=S)NCc1ccco1)OCO3 | 1% | 1 | 4% | 1 | -6% | -5% | -14% | -2% | -4% | -1% | 17
C=CCNC(=O)CCCC(=O)NCC=C | 0% | -1 | 4% | 0 | 12% | -3% | -7% | 5% | -2% | 1% | -9
CCCC[C@H]1COCCS(=O)(=O)N1Cc1ccc(C)cc1 | -6% | -2 | -9% | -1 | 3% | 4% | 5% | -8% | -2% | -1% | 7
COc1ccc(C(=O)Nc2ccc(NC(=O)c3cccs3)cc2)cc1Cl | ? | -13 | -7% | 5 | 1% | -5% | -2% | -3% | -3% | 2% | -10
COc1ccc2c(-c3ccccc3)cc(=O)[nH]c2c1 | 13% | -7 | 22% | -1 | 0% | -1% | 17% | nt | -1% | 4% | -2
CC1CCN(S(=O)(=O)c2csc(C(=O)Nc3ccccc3)c2)CC1 | 0% | -2 | 36% | 0 | 1% | -4% | 9% | -14% | -2% | -1% | 11
S=C(Nc1ccc(Cl)cc1Cl)NC1CCCCC1 | 0% | -3 | ? | -1 | -5% | 30% | 0.89µM* | 3% | ? | ? | 20

3 structures from above, arranged by count of non-hydrogen atoms, smallest number first.
Compound | ELG1 genotoxic | KCNH2 3.1 inh | RORgamma inh | Coupling enz | Tb PFK inh | Rab9 promoter act | VP16 counter | uPA generation | NPC1 prom act | FLuc modulator | Giardia killer
Cc1ccc(NC(=O)C(=O)NN)cc1 | 1% | 1 | 12% | -1 | 0% | -3% | 0% | -1% | 1% | -4% | -2
CCc1ccc(OCCNC(=O)c2cc(SC)ccc2Cl)cc1 | 0% | -15 | 8% | 2 | 1% | 9% | -8% | 3% | -1% | 1% | 4
CC1CCN(S(=O)(=O)c2csc(C(=O)Nc3ccccc3)c2)CC1 | 0% | -2 | 36% | 0 | 1% | -4% | 9% | -14% | -2% | -1% | 11
